Compound activity deposited in PubChem BioAssay by Fisher Drug Discovery Resource Center.
NPYLR7 agonist = agonists of mosquito NPYLR7 receptor, primary screen, cell-based, Aedes aegypti, calcium fluorescence, mosquito biting behavior; HEK293T NPYLR7/Galpha15, GCaMP6s calcium fluorescence; actives 0.15% (n = 270,000); Aedes aegypti neuropeptide Y-like receptor 7 (NPYLR7); activation, % at 10 µM; in the data active = activation above about 40%;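 also: 0% = vehicle and 100% = reference agonist at the receptor; some compounds past the cut are filed as inactive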
mcGAS lum = cyclic GMP-AMP synthase inhibitors, mouse, primary biochemical chemiluminescence. Q8C6L5. recombinant cGAS, Kinase-Glo ATP depletion luminescence. inhibition, % at 12.5 µM. actives 0.15% (n = 160,000);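 also: 0% = negative control wells and 100% = reference inhibitor with no enzyme activity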
hcGAS inh = Primary biochemical luminescence assay for human cyclic GMP-AMP synthase inhibitors | Q8N884 | actives 0.081% (n = 290,000) | AID 1259398, 2018 | inhibition, % at 12.5 µM | recombinant h-cGAS, ATP depletion, Kinase-Glo luminescence;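 also: 0% = vehicle reaction and 100% = reaction without DNA for no activity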
Target sequence (Q8N884 whole entry, looked up): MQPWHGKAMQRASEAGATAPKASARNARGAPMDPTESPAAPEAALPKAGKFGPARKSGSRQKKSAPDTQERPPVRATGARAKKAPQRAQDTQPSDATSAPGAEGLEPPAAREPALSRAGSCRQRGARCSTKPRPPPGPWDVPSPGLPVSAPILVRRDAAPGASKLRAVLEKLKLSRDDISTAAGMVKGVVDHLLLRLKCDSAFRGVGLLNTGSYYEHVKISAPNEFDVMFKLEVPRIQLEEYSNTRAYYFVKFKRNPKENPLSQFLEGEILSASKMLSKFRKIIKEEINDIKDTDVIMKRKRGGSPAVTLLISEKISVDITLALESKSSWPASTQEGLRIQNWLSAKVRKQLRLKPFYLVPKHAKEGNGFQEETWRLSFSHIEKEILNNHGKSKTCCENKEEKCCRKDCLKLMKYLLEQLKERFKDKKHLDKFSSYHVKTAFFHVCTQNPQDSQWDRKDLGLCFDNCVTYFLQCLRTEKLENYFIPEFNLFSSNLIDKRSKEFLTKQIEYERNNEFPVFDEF
* hit, by the source's call; x = no result given; & = joins results of further samples. Rule as the data show it, unless noted: active = inhibition above about 40%; inactive = the rest.

Every second line gives: NPYLR7 agonist, mcGAS lum, hcGAS inh
CC(C)NC(=O)N(Cc1ccccc1)Cc1c(-c2ccc(F)cc2)noc1N1CCN(C)CC1
  13, -5, -5
Cc1ccc(-n2cccn2)c(CN2CCN(C3CCCC3)C(CCO)C2)c1 (stereo unspecified)
  10, -9, -8
COc1c(F)cc(-c2c(-c3ccccc3)ncn2CCC(C)O)cc1F (stereo unspecified)
  6, x, 2
COc1cc(-c2ccc3nnc(-c4ccc(OCCCN(C)C)cc4)n3c2)cc(OC)c1OC
  11, -7, -7
Cc1cccc(N2C(=O)C3C4C=CC(C4)C3C2=O)n1 (stereo unspecified)
  0, x, -6
Cc1cc(C)n(-c2ccccc2C(=O)N2CCC(O)(c3ccc(Br)cc3)CC2)n1
  3, x, -2
CC1CN(c2nc(Cc3ccc(Cl)cc3)ns2)CCN1C(=O)Nc1cccc2ccccc12 (stereo unspecified)
  -12, -6, -18
CC(=O)N(CCN1C(=O)c2ccccc2C1=O)c1ccc(C(C)(C)C)cc1
  2, x, -5
CC1CCN(c2nnc(C(=O)Nc3ccccc3)c3ccccc23)CC1
  3, x, -7
CC(=O)NNC(=O)CSc1ncnc2ccccc12
  17, -1, -8
O=C(CCc1ccc2c(c1)OCO2)N1CCCC(Nc2ccc(F)c(F)c2)C1 (stereo unspecified)
  2, -2, 5
CC(C)CNC(=O)CSCc1c(Cl)cccc1Cl
  -2, x, -6
CCCn1ncc(C(=O)N2CC[C@@H](c3sccc3C)[C@H](O)C2)c1C
  -1, x, -5
C=CCNC(=O)NC(=O)CSc1nnc(Nc2ccc(OC)cc2)s1
  -5, -7, -8
CN(CC(=O)NC(=O)NCCC1=CCCCC1)C1CCCCC1
  11, -6, -5
Cc1ccc(O)c(-n2nc3ccccc3n2)c1
  -21&-9, x, -5&-12
Fc1ccc(-c2cc(C(F)(F)F)n3ncnc3n2)cc1
  0, 0, 3
Cc1ccc(/C=C2\SC(=S)N(CCC(=O)NNC(=O)c3ccccc3O)C2=O)cc1
  12, -8, -5
C=CCOc1c(I)cc(/C=N\Nc2nc(C)cc(COC)c2C#N)cc1OC
  0, -3, -3
COc1ccc(C(=O)NC2CC2)cc1OC1CCN(CC2CC=CCC2)CC1 (stereo unspecified)
  11, x, -4
COc1ccc(CC(=O)N2CCC3(CC2)[C@H](C(=O)N(C)c2ccccc2)[C@@H](OC)C(=O)N3C)cc1
  22, -5, -4
CCS(=O)(=O)c1ccc2c(c1)N(Cc1ccc(F)c(Cl)c1)C(=O)C(C)O2 (stereo unspecified)
  8, x, 1
O=C1CCC(NCc2ccc(C(=O)N3CCCC3)cc2)CCN1CC1CC1 (stereo unspecified)
  0, x, -4
CC(C)C1CN(Cc2nccn2C)CCC(=O)N1CC1CC1 (stereo unspecified)
  5, x, -8
Cc1csc(NC(=O)C2CCN(C(=O)CCc3c(F)cccc3F)CC2)n1
  10, x, -7
CSCCc1ccc(NC(=O)N2CCSCC2)cc1
  14, x, -10
CN1CCOCCOCCN(Cc2ccccc2)CCOCCOCC1
  x, -4, -12
O=C(Nc1ccnn1Cc1ccc(C(F)(F)F)cc1)c1ccccn1
  0, -8, -3
CN1CCC(Oc2ccccc2Sc2ccccc2)CC1
  2, x, -4
COc1ccc(OC)c(C2CC(c3ccccc3OC)=NN2C(=O)CN2CCCC2)c1 (stereo unspecified)
  -2, -3, -1

The list goes on; the last 3 above are carried over.
Every second line gives: NPYLR7 agonist, mcGAS lum, hcGAS inh
O=C(Nc1ccnn1Cc1ccc(C(F)(F)F)cc1)c1ccccn1
  0, -8, -3
CN1CCC(Oc2ccccc2Sc2ccccc2)CC1
  2, x, -4
COc1ccc(OC)c(C2CC(c3ccccc3OC)=NN2C(=O)CN2CCCC2)c1 (stereo unspecified)
  -2, -3, -1
O=C(C[n+]1cc(-c2ccccc2)n2c1CCC2)c1ccc(Cl)cc1
  -5, -4, -3
COc1cc(COC2CCCN(C(=O)Nc3ccc(C)cc3)C2)cc(OC)c1 (stereo unspecified)
  -5, -2, 1
CCc1nc2cc(NC(=O)CC3CCCCC3)ccc2o1
  -2, x, 2
CCc1cnc2c(c1SCC(=O)Nc1c(C)cc(C)cc1C)c(=O)n(C)c(=O)n2C
  6, -9, -10
C/C=C(\C)C(=O)N1CCC2(CCN(C)C2=O)CC1
  9, x, -5
CCn1nc(C)cc1C(=O)N(CCc1cccc(F)c1)C1CC1
  -8, x, -15
O=C1NCC(c2ccc(Cl)cc2)Cc2[nH]c(-c3ccoc3)nc21 (stereo unspecified)
  -1, x, -9
O=C(CNc1ccccc1N1CCC(O)CC1)N1CCc2sccc2C1
  6, x, -1
CCCCCCCCCCCCCCCC(=O)C(F)(F)F
  6, x, -5
CN(Cc1nc2ccccc2n1C)C(=O)c1cnc(-c2cccnc2)nc1
  3, -12, -9
COCCN(CC(=O)N(CCc1c[nH]c2ccccc12)Cc1ccccc1)S(=O)(=O)CC12CCC(CC1=O)C2(C)C (stereo unspecified)
  16, -5, -6
CCC1=NN(C(=O)COc2ccccc2C)C(O)(c2ccncc2)C1 (stereo unspecified)
  12, x, -10
NC(=O)c1c(N=c2oc3cc(O)ccc3cc2C(N)=O)sc2c1CCCC2
  6, -3, -4
Cc1cc(C)n(-c2cccc(C(=O)N3CCN4CCN(C)CC4C3)c2)n1 (stereo unspecified)
  -2, -11, -5
COC(=O)C1=C(C)N(C)C(=S)NC1c1cccc(NC(=O)Nc2ccc(OC)cc2OC)c1 (stereo unspecified)
  1, -3, -2
COc1cccc(-c2n[nH]c(=S)n2-c2ccc(Cl)cc2)c1
  5, -2, 4
COc1cc2c(cc1OC)OC(C)(C)C=C2
  7, -3, 5
CN(CCOc1ccccc1)C(=O)[C@H](N)c1ccccc1
  -5, x, -6
CC(NC(=O)C(C)n1cccn1)c1ccc(Cl)cc1Cl (stereo unspecified)
  -1, x, 2
Cc1c(C)c(C)c(S(=O)(=O)NCCC(=O)N2CCOCC2(C)C)c(C)c1C
  8, x, -5
CCC(C(=O)N1CCn2c(C(N)=O)cnc2C1)n1cccn1 (stereo unspecified)
  22, x, -7
COc1ccc(NC(=O)c2[nH]c3c(c2C)C(=O)CC(C)(C)C3)cn1
  11, -5, -2
O=C1N(CCc2ccccc2)CCCC1(O)CNCCO (stereo unspecified)
  0, -16, -4
COc1ccc(-c2cc(CC(=O)O)no2)cc1
  2, x, -7
CCCC(=O)N1CCCC1C(=O)OCc1nc(C)c(C)o1 (stereo unspecified)
  8, x, -7
C=c1ccccc1=C1N=C(c2ccc(NC(=O)c3cccc(Cl)c3)cc2)NO1
  -3, x, 2
Cn1c(=O)[nH]c2cc(C(=O)N(Cc3ccccc3C(F)(F)F)C3CC3)ccc21
  10, x, -5
CSC1CCC(N(C)Cc2csc(C)n2)C1 (stereo unspecified)
  -5, x, -21
CCOC(=O)c1nn(-c2ccc(F)cc2)c(=O)cc1N1CCc2ccccc2C1
  8, x, -2
CC(=O)N(CCN(C)C)Cc1cc(NC(=O)C(C)C)ccc1N(C)C
  -5, -3, -5

Single records, from the list above.
Entry for C/C=C(\C)C(=O)N1CCC2(CCN(C)C2=O)CC1 = NPYLR7 agonist = 9; mcGAS lum = x; hcGAS inh = -5
Entry for O=C1NCC(c2ccc(Cl)cc2)Cc2[nH]c(-c3ccoc3)nc21 (stereo unspecified) = NPYLR7 agonist = -1; mcGAS lum = x; hcGAS inh = -9

The listing picks up, starting two compounds before the break.
compound	NPYLR7 agonist	mcGAS lum	hcGAS inh
CCOC(=O)c1nn(-c2ccc(F)cc2)c(=O)cc1N1CCc2ccccc2C1	8	x	-2
CC(=O)N(CCN(C)C)Cc1cc(NC(=O)C(C)C)ccc1N(C)C	-5	-3	-5
CCN(Cc1cc(F)ccc1-n1cccn1)C1CCS(=O)(=O)C1 (stereo unspecified)	5	x	-4
O=C(COc1ccc(F)cc1F)c1ccc2c(c1)N(Cc1ccc(C(=O)NCC3CC3)o1)C(=O)CO2	3	x	-4
O=C(c1ccc(CSc2cc(Cl)ccc2Cl)cc1)N1C2CCC1CC(Oc1cccc(C(F)(F)F)c1)C2 (stereo unspecified)	-11	1	-1
CC1(C(=O)Nc2cccc(C#N)c2)CCN1C(=O)C/C=C/c1ccccc1 (stereo unspecified)	15	-4	-6
CCN(CC)c1ccc2cc(-c3nnc(Nc4cc([N+](=O)[O-])ccc4F)s3)c(=O)oc2c1	4	-4	-6
C=C(C)CNC(=O)c1cc(-c2cc(OC)c(OC)c(OC)c2)nc2ccccc12	5	-8	-7
COCCNC(=O)Cn1nc2c(c1NC(=O)c1c[nH]c3ccccc13)CSC2	-5	0	-3
CN(Cc1csc(-c2ccccc2)n1)C(=O)c1cc2n(n1)CCCNC2	3	-12	-6
O=C(Nc1ccc(F)cc1)c1csc(CSc2nnc(Cc3ccccc3)n2-c2cccc(Cl)c2)n1	-4	0	6
Cc1noc(-c2ccccc2Cl)c1C(=O)NCCc1ccncc1	6	-10	-7
COCCn1cc(C(=O)N2CCN(Cc3ccccn3)CC2)c2nn(-c3ccccc3)c(=O)c-2c1	-3	-10	-9
CCCc1nc(N2CCN(S(=O)(=O)c3ccc(F)cc3)CC2)c2c(-c3ccccc3)noc2n1	15	-6	-4
O=C(c1ccc(F)cc1)N1CCCN(c2nc(Cc3ccccc3)nc3onc(-c4cccc(Oc5ccccc5)c4)c23)CC1	16	-3	1
C#CCOCC(O)CN(Cc1ccco1)Cc1c(-c2ccccc2)nn(C)c1Oc1cccc(F)c1 (stereo unspecified)	4	-3	-5
C/C=C\C(=O)NCc1ccc2c(c1)cc(C)n2C	7	-6	-5
O=C(Nc1ccccc1Oc1ccccc1)[C@@H]1O[C@H](CO)[C@H](O)[C@H](O)[C@H]1O	6	-6	-1
CCOC(=O)c1sc2nc(C)nc(NCCCOC)c2c1C	0	x	-5
CN(Cc1ccco1)C(=O)c1ccccc1N1CCC(NS(=O)(=O)c2ccc(F)cc2)CC1	-3	-4	-4
Cc1cccc(CNC(=O)c2sc3cc(F)ccc3c2Cl)c1	24	-6	-5
Cc1nc(C)c(-c2ccc(SCC(=O)NCc3ccc(F)cc3)nn2)s1	-21	0	4

(next part)
compound	NPYLR7 agonist	mcGAS lum	hcGAS inh
O=C(c1cnc2nc(SCc3ccccc3)nn2c1)c1cc(Br)ccc1O	-13	x	3
CC1(C(=O)NCc2cccs2)CCN1Cc1csc2ccccc12 (stereo unspecified)	16	x	-8
CC(C(=O)NC(=O)NC(C)(C)C)N(C)Cc1cc(Br)cs1 (stereo unspecified)	0	x	5
c1csc(-c2csc3nc(CN4CCOCC4)nc(N4CCCC4)c23)c1	7	-5	-5
CC1=NN(c2nc(N)nc(Cn3nc(C)cc3C)n2)C(C)(C)C1	0	x	-2
C=CCc1c(O)ccc2[nH]cc(S(=O)(=O)c3ccc(C)cc3)c12	-14	x	-6
C=CCN(CC(=O)N1CCc2sccc2C1c1ccc(C(C)(C)C)cc1)C(=O)c1ccccc1OC (stereo unspecified)	x	-3	-6
O=C(c1cncc(Cl)c1)N1CCC(N2CCCC(C(=O)N3CCCC3)C2)CC1 (stereo unspecified)	-6	x	-7
O=C(NCCn1nc(-c2cccnc2)ccc1=O)Nc1ccc2c(c1)OCO2	8	x	-7
CC(=O)N1CCC(C(NC(=O)c2cccs2)C(=O)N2CCOCC2)CC1 (stereo unspecified)	-9	-3	0
CCc1ncc2c(n1)CN(C(=O)c1c(C)[nH]c3c1C(=O)CCC3)C2	-1	-11	-2
Cc1ccc(CN)c(OC(C)CC(C)C)c1 (stereo unspecified)	-3	x	-13
CC(NC(=O)Nc1ccc(N2CCOCC2)nc1)c1cccc(OC(F)F)c1 (stereo unspecified)	0	x	3
CC1(C)CC(=O)C(C(c2cc3c(cc2[N+](=O)[O-])OCO3)C2C(=O)CC(C)(C)CC2=O)C(=O)C1	2	x	0
COc1cc(Br)cc2c1OC(c1ccc3c(c1)OCO3)C([N+](=O)[O-])=C2 (stereo unspecified)	9	x	-4
COC(=O)C1=C(C)NC2=C(C(=O)CC(c3ccccc3)C2)C1c1ccc(OCc2ccccc2)cc1 (stereo unspecified)	2	-8	-6
CCn1cc(C(=O)N2CCC(Oc3ccc(C(=O)NCCc4ccccc4)cc3)CC2)cn1	5	-16	-7
CN(Cc1ccsc1)C(=O)c1ccc(OC2CCN(Cc3ccccn3)CC2)cc1	0	-3	-1
Cc1cccc(C)c1NC(=O)c1cccc(CN(C)C(C)C(=O)N(C)C)c1 (stereo unspecified)	-3	x	-2
Nc1nccc(N2CC[C@@H](N3CCCCCC3)[C@H](O)C2)n1	2	x	3

Further records
compound	NPYLR7 agonist	mcGAS lum	hcGAS inh
COc1ccc(C(=O)NC2CCC(NC(=O)[C@H]3CCCN3C(=O)C(C)(C)CCl)CC2)cc1 (stereo partly specified)	28	-10	-9
CN(C)CCN(Cc1c(-c2ccc(F)cc2)noc1N1CCOCC1)C(=O)C1CCCC1	10	-6	-1
O=C1C2C3C=CC(C3)C2C(=O)N1c1ccc2c(c1)OCO2 (stereo unspecified)	-3	x	0
CCOCCn1c(CN(Cc2ccccc2)Cc2ccccc2)nc2c1c(=O)[nH]c(=O)n2C	-6	x	-12
CCOc1ccc(-n2nnnc2-c2nc3ccccc3[nH]2)cc1	-10	-9	-4

No enrichment for hits; about 0.29% have a hit in one of these screens.
